Bioassay records from PubChem.
Cardiac RTF inh = cardiac RTF calcium desensitization; P19429+P45379; IANBD-labeled cardiac RTF, Ca2+ fluorescence; inhibition, % at 7.15 µM; 340,000 tested, 0.12% active;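 active = inhibition above the mean inhibition of all tested compounds plus 3 SD, cut at about 17% in these data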;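 note: assay run at fixed EC70 calcium of 1.6 mM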
Pemphigus Ab inh = inhibitors of pemphigus antibody binding to human desmoglein-3; DSG3-coupled beads, scFv-anti-DSG3-GFP binding, flow cytometry; hits give low values; binding (percent of control), % at 10 µM; 310,000 tested, 0.48% active; AID 588358;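 active = binding more than 3 SD below its plate's average and above zero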;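 note: hits lower antibody fragment binding to DSG3; some compounds called inactive have numbers as strong as hits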
V-ATPase pHluor = yeast V-ATPase proton transport regulation by pHLuorin; response, % at 10 µM; S. cerevisiae, pHLuorin cytosolic pH fluorescence; 350,000 tested, 0.37% active; AID 504577; in the data active = response mostly above about 7.3%, no sharp cut-off; inactive = mostly below about 5.4%; note: actives read high; inactives centre near 0; some compounds called inactive have numbers as strong as hits
CAL PDZ FP-1 = blocks peptide binding to the human CAL PDZ domain. Q9HD26. purified CAL PDZ, TMR-peptide fluorescence polarization, 1 h. inhibition, % at 24.9 µM. 300,000 tested, 0.92% active. AID 602252;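 active = mean inhibition of at least 30% with at least half of replicates also reaching 30%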;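 note: 0% = DMSO neutral control and 100% = excess unlabeled competitor peptide PRC23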
LANA DNA inh = blocks KSHV LANA C-terminal domain binding to DNA | MBP-C-LANA/FAM-LBS DNA binding, fluorescence polarization | inhibition, % at 9 µM | 340,000 tested, 0.078% active | AID 504423;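 active = highest replicate inhibition at or above 60% at 9 µM, even if other replicates fall short; inactive = all replicates below 60% inhibition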;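 note: 0% = neutral control wells and 100% = 4 µM acridine orange control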
NSD2 HMT inh = NSD2 (human) methyltransferase inhibition; O96028; NSD2 peptide methylation, AlphaScreen, 120 min; inhibition, % at 12.5 µM; 310,000 tested, 0.54% active; AID 743445; in the data active = inhibition above about 50%
CAL PDZ FP-2 = human CAL PDZ-peptide interaction inhibition; Q9HD26; purified CAL PDZ, TMR-peptide fluorescence polarization, 1 h; inhibition, % at 20 µM; 330,000 tested, 0.02% active; AID 504414;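 active = highest replicate inhibition of at least 40%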;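 note: plate controls were DMSO neutral control wells for no effect and unlabeled competitor peptide control wells for full effect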
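Read-out basis: mP drop reported as inhibition | Assay system: Tagged CAL PDZ protein CerCALP, purified | Benchmarks: Unlabelled peptide for full inhibition, DMSO wells as neutral | Schedule: 1 h incubation at room temperature before polarization reading | Buffer or medium: Sodium phosphate/NaCl buffer pH 7.4 with TCEP, IgG, Thesit | Doses: Single point, 20 µM | Measured by: Fluorescence polarization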
Keap1-Nrf2 PPI = Keap1-Nrf2 (human) interaction inhibition | Keap1 Kelch-Nrf2 peptide fluorescence polarization, 1536-well | inhibition, % at 9.4 µM | 340,000 tested, 0.15% active | AID 504523; in the data active = inhibition above about 12%;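 note: human Keap1 Kelch domain with fluorescein labeled Nrf2 9mer peptide probe; 0% = neutral control wells and 100% = peptide positive control; higher means more block of Keap1 binding to Nrf2 peptide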
Arr AP2 block = inhibitors of human beta-arrestin and AP2 interaction | 340,000 tested, 0.31% active | inhibition, % at 10 µM | FITC-arrestin peptide / GST-AP2 beads, flow cytometry; AP2 beta2 appendage carries R879A mutation;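 active = inhibition above a set limit, near 3 SD of compounds lacking own fluorescence, cut at about 54% in these data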;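 note: plate controls were DMSO wells for no effect and 5 µM unlabelled arrestin peptide for full effect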
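Material – AP2 appendage R879A on GSH beads · Buffer or medium – PBS with 0.05% Tween 20 and 0.1% BSA · Probe or stimulus – fluorescein-tagged arrestin peptide at 50 nM final · Incubation – compound with beads 12 min RT, then probe 1 h RT · Detection – high-throughput flow cytometry of beads, ex 488, em 535 nm · Evaluation – percent response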
DAGLB inhibitor = diacylglycerol lipase beta (human) inhibition; inhibition, % at 5.17 µM; HEK293T DAGLB membrane lysate, EnzChek fluorogenic substrate; 340,000 tested, 0.059% active; in the data active = inhibition above about 34%;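 note: 0% = enzyme with vehicle and 100% = wells lacking enzyme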
Target sequence (Q8NCG7 whole entry, looked up): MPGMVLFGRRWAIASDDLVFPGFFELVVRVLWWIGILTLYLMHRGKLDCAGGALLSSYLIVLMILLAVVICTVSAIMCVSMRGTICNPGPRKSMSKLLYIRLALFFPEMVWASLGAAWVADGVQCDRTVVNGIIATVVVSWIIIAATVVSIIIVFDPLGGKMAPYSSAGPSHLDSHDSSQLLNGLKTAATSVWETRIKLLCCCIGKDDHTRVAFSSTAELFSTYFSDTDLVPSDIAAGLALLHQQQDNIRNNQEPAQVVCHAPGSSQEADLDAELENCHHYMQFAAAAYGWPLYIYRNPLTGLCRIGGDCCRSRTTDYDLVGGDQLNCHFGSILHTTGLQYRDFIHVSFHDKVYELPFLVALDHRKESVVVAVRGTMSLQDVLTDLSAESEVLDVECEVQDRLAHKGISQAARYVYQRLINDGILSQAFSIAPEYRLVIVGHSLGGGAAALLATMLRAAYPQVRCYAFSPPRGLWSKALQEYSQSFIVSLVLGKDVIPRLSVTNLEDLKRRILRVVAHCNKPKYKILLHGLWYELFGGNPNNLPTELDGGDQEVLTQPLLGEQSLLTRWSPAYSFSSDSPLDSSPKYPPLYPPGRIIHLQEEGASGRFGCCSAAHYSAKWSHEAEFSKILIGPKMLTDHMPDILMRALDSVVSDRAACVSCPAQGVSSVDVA
Numbers without * were called inactive. Not all compounds are listed. The share of hits here may be higher or lower than overall.

Results for OCC(O)C(O)C(O)C(O)c1nc2ccccc2[nH]1 (configuration not stated) ?
Cardiac RTF inh: 3; Pemphigus Ab inh: 101; V-ATPase pHluor: 0; CAL PDZ FP-1: 5; LANA DNA inh: -0.2; NSD2 HMT inh: -1; Keap1-Nrf2 PPI: 0; Arr AP2 block: -14; DAGLB inhibitor: 1

Results for O=C(c1ccc(C(F)(F)F)n(Cc2ccc(Cl)cc2)c1=O)N1CCOCC1 ?
Cardiac RTF inh: -4; Pemphigus Ab inh: 105; V-ATPase pHluor: -7; CAL PDZ FP-1: -6; LANA DNA inh: -1.3; NSD2 HMT inh: -3; CAL PDZ FP-2: 0.7; Keap1-Nrf2 PPI: -3; Arr AP2 block: -10; DAGLB inhibitor: 0

Results for C=CCNCCOCCOc1ccccc1-c1ccccc1 ?
Cardiac RTF inh: 9; Pemphigus Ab inh: 106; V-ATPase pHluor: 0; CAL PDZ FP-1: 0; LANA DNA inh: 0.9; NSD2 HMT inh: 13; CAL PDZ FP-2: -3.9; Keap1-Nrf2 PPI: -1; Arr AP2 block: 18; DAGLB inhibitor: -4

Results for O=C(NCCC1=CCCCC1)c1c(O)nc2ccccn2c1=O ?
Cardiac RTF inh: -3; Pemphigus Ab inh: 112; V-ATPase pHluor: -2; CAL PDZ FP-1: -2; LANA DNA inh: 0.3; NSD2 HMT inh: 1; CAL PDZ FP-2: -3.3; Keap1-Nrf2 PPI: -1; Arr AP2 block: 0; DAGLB inhibitor: 2

How did CC(C)NC(=O)COC(=O)c1ccc(Oc2ccccc2)cc1 do in these assays?
Cardiac RTF inh: -15; V-ATPase pHluor: -2; CAL PDZ FP-1: -4; LANA DNA inh: 0.4; NSD2 HMT inh: -1; CAL PDZ FP-2: 0.1; Keap1-Nrf2 PPI: 0; Arr AP2 block: 2; DAGLB inhibitor: -2

How did Cc1c(/C=N/NC(=O)CNc2ccccc2)c2ccccn2c1C(=O)c1ccc(Cl)cc1 do in these assays?
Cardiac RTF inh: -1; Pemphigus Ab inh: 112; V-ATPase pHluor: -1; CAL PDZ FP-1: -3; LANA DNA inh: -0.6; NSD2 HMT inh: 11; CAL PDZ FP-2: 0.8; Keap1-Nrf2 PPI: -5; Arr AP2 block: 13; DAGLB inhibitor: 2

How did COc1ccc(C)cc1N(CC(=O)NC1CCCC1)C(=O)CCC(=O)Nc1nc(C)cs1 do in these assays?
Cardiac RTF inh: -3; V-ATPase pHluor: -4; LANA DNA inh: 1.8; NSD2 HMT inh: 3; CAL PDZ FP-2: -1.3; Keap1-Nrf2 PPI: 1; Arr AP2 block: 30; DAGLB inhibitor: -5

What do the screens show for `COc1ccc(C2=C/C(=C\c3ccccc3OC(C)=O)C(=O)O2)cc1`?
Cardiac RTF inh: -8; Pemphigus Ab inh: 107; V-ATPase pHluor: 3; CAL PDZ FP-1: 0; LANA DNA inh: 3.2; NSD2 HMT inh: 0; CAL PDZ FP-2: -1.6; Keap1-Nrf2 PPI: -2; Arr AP2 block: 2; DAGLB inhibitor: -4

What do the screens show for `Cc1cc(C)n(CCNC(=O)C2CCC(=O)N(CCc3cccc(F)c3)C2)n1` (configuration not stated)?
Cardiac RTF inh: -4; Pemphigus Ab inh: 102; V-ATPase pHluor: 1; CAL PDZ FP-1: -2; LANA DNA inh: 0.1; NSD2 HMT inh: -3; CAL PDZ FP-2: -1.7; Keap1-Nrf2 PPI: 5; Arr AP2 block: 23; DAGLB inhibitor: -2

What do the screens show for `O=C(NCc1cccnc1)/C(=C\c1ccc(-c2cccc(Cl)c2)o1)S(=O)(=O)c1ccccc1`?
Cardiac RTF inh: -4; Pemphigus Ab inh: 129; V-ATPase pHluor: -3; CAL PDZ FP-1: -2; LANA DNA inh: -1.9; NSD2 HMT inh: 3; CAL PDZ FP-2: -3.4; Keap1-Nrf2 PPI: -8; Arr AP2 block: 23; DAGLB inhibitor: 5

What do the screens show for `O=C1CCC(C(=O)N2CCCC(C(=O)c3ccc4c5c(cccc35)CC4)C2)=NN1` (configuration not stated)?
Cardiac RTF inh: -30; Pemphigus Ab inh: 101; V-ATPase pHluor: 2; CAL PDZ FP-1: 1; LANA DNA inh: -1.2; NSD2 HMT inh: 1; CAL PDZ FP-2: -1.6; Keap1-Nrf2 PPI: 0; Arr AP2 block: 0; DAGLB inhibitor: 2

Results for O=C(C1CCN(c2ccc(N3CCOCC3)nn2)CC1)N1CCc2ccccc2C1 ?
Cardiac RTF inh: -4; Pemphigus Ab inh: 106; V-ATPase pHluor: -1; CAL PDZ FP-1: -2; LANA DNA inh: 0.7; NSD2 HMT inh: 4; CAL PDZ FP-2: -0.3; Keap1-Nrf2 PPI: 0; Arr AP2 block: 6; DAGLB inhibitor: 1

How did Cc1ccc(C(=O)OCC(=O)NCc2ccco2)cc1C do in these assays?
Cardiac RTF inh: -2; Pemphigus Ab inh: 98; V-ATPase pHluor: 4; LANA DNA inh: 0.6; NSD2 HMT inh: 1; CAL PDZ FP-2: 1.0; Keap1-Nrf2 PPI: 2; Arr AP2 block: 2; DAGLB inhibitor: 0

What do the screens show for `CCOc1ccc(C(=O)NN2CCOCC2)cc1`?
Cardiac RTF inh: 0; V-ATPase pHluor: -2; CAL PDZ FP-1: -2; LANA DNA inh: 0.7; CAL PDZ FP-2: -2.8; Keap1-Nrf2 PPI: -1; Arr AP2 block: 36; DAGLB inhibitor: -2

What do the screens show for `CCCn1c(N)c(C(=O)CN(C)CC(=O)Nc2cc(C)ccc2C)c(=O)[nH]c1=O`?
Cardiac RTF inh: -5; Pemphigus Ab inh: 88; V-ATPase pHluor: -1; CAL PDZ FP-1: -1; LANA DNA inh: -0.3; NSD2 HMT inh: 5; CAL PDZ FP-2: -2.4; Keap1-Nrf2 PPI: 2; Arr AP2 block: 30; DAGLB inhibitor: -2

How did CCOC(=O)CNC(=O)Nc1cccc(Cl)c1C do in these assays?
Cardiac RTF inh: -2; Pemphigus Ab inh: 101; V-ATPase pHluor: 4; CAL PDZ FP-1: 2; LANA DNA inh: -0.8; NSD2 HMT inh: -1; CAL PDZ FP-2: -1.8; Keap1-Nrf2 PPI: 2; Arr AP2 block: -7; DAGLB inhibitor: -1

What do the screens show for `Cc1ccccc1NS(=O)(=O)c1cc(C(=O)N2CCCC2)ccc1Cl`?
Cardiac RTF inh: -2; Pemphigus Ab inh: 109; V-ATPase pHluor: -2; CAL PDZ FP-1: -2; LANA DNA inh: 1.0; NSD2 HMT inh: -5; CAL PDZ FP-2: -1.2; Keap1-Nrf2 PPI: 2; Arr AP2 block: 3; DAGLB inhibitor: -1

Results for Cc1cccc(NC(=S)NC(=O)c2ccc(Br)o2)c1 ?
Cardiac RTF inh: -1; Pemphigus Ab inh: 82; V-ATPase pHluor: 0; CAL PDZ FP-1: 0; LANA DNA inh: -0.9; NSD2 HMT inh: -7; CAL PDZ FP-2: -1.0; Keap1-Nrf2 PPI: -3; Arr AP2 block: 62*; DAGLB inhibitor: -14

What do the screens show for `Cc1nn(C)cc1CN(C)S(=O)(=O)c1cccc([N+](=O)[O-])c1`?
Cardiac RTF inh: -6; Pemphigus Ab inh: 98; V-ATPase pHluor: 1; CAL PDZ FP-1: 8; LANA DNA inh: 0.9; NSD2 HMT inh: 0; CAL PDZ FP-2: 1.0; Keap1-Nrf2 PPI: 8; Arr AP2 block: -1; DAGLB inhibitor: -1

How did CCN(CC)C(=O)C(=O)c1cccn1-c1ccc(C#N)cc1 do in these assays?
Cardiac RTF inh: -6; Pemphigus Ab inh: 101; V-ATPase pHluor: -3; CAL PDZ FP-1: -2; LANA DNA inh: 1.0; NSD2 HMT inh: 1; CAL PDZ FP-2: -1.5; Keap1-Nrf2 PPI: -4; Arr AP2 block: -3; DAGLB inhibitor: -3

How did COC(=O)c1cc(-c2ccccc2)n(CC(=O)O)c1C do in these assays?
Cardiac RTF inh: -4; Pemphigus Ab inh: 114; V-ATPase pHluor: 4; CAL PDZ FP-1: -3; LANA DNA inh: -0.6; NSD2 HMT inh: -1; CAL PDZ FP-2: -1.6; Keap1-Nrf2 PPI: -5; Arr AP2 block: -12; DAGLB inhibitor: 0

Results for CCN(CC)CCOc1ccccc1C(C)=O ?
Cardiac RTF inh: 2; Pemphigus Ab inh: 105; V-ATPase pHluor: -1; CAL PDZ FP-1: 0; LANA DNA inh: 1.3; NSD2 HMT inh: 0; CAL PDZ FP-2: -0.1; Keap1-Nrf2 PPI: -1; Arr AP2 block: -3; DAGLB inhibitor: -2

How did CCOC(=O)CSc1ncc(-c2ccc([N+](=O)[O-])cc2)[nH]1 do in these assays?
Cardiac RTF inh: -2; Pemphigus Ab inh: 100; V-ATPase pHluor: -3; CAL PDZ FP-1: -3; LANA DNA inh: -0.9; NSD2 HMT inh: -2; CAL PDZ FP-2: -0.3; Keap1-Nrf2 PPI: 0; Arr AP2 block: 7; DAGLB inhibitor: 2

Results for Cc1ccc(NC(=S)N(CCN(C)C)C(C)c2cccnc2)c(C)c1 (configuration not stated) ?
Cardiac RTF inh: -24; Pemphigus Ab inh: 103; V-ATPase pHluor: 3; CAL PDZ FP-1: -3; LANA DNA inh: 0.1; NSD2 HMT inh: 2; CAL PDZ FP-2: -0.4; Keap1-Nrf2 PPI: -1; Arr AP2 block: 10; DAGLB inhibitor: -1

How did O=S1(=O)CCOC[C@H](c2ccccc2)N1Cc1ccccc1 do in these assays?
Cardiac RTF inh: 1; Pemphigus Ab inh: 106; V-ATPase pHluor: -2; CAL PDZ FP-1: -2; LANA DNA inh: 0.1; CAL PDZ FP-2: -0.9; Keap1-Nrf2 PPI: 0; Arr AP2 block: 9; DAGLB inhibitor: 0

Results for CCc1cccc(CC)c1NC(=O)CN1C2CCCC1CC(NC(=O)Nc1cccc(OC)c1)C2 (configuration not stated) ?
Cardiac RTF inh: -3; Pemphigus Ab inh: 114; V-ATPase pHluor: 2; CAL PDZ FP-1: -4; LANA DNA inh: 0.2; NSD2 HMT inh: 2; CAL PDZ FP-2: -0.7; Keap1-Nrf2 PPI: -3; Arr AP2 block: 12; DAGLB inhibitor: -1

What do the screens show for `CCCOC(=O)c1c(N)sc2c1CCC2`?
Cardiac RTF inh: -22; Pemphigus Ab inh: 100; V-ATPase pHluor: -2; CAL PDZ FP-1: 0; LANA DNA inh: 1.9; NSD2 HMT inh: 24; CAL PDZ FP-2: -3.4; Keap1-Nrf2 PPI: -2; Arr AP2 block: 21; DAGLB inhibitor: 1

Results for CC(=O)Nc1c(O)nc(SCC(=O)Nc2nnc(CC(C)C)s2)[nH]c1=O ?
Cardiac RTF inh: -2; Pemphigus Ab inh: 100; V-ATPase pHluor: -3; CAL PDZ FP-1: -6; LANA DNA inh: -1.1; NSD2 HMT inh: -3; Keap1-Nrf2 PPI: -2; Arr AP2 block: -9; DAGLB inhibitor: 1
